PAX8 reporter: PAX8 transcriptional activity inhibition. RMG-I TPO-luciferase reporter, SteadyGlo, 24 h. inhibition, % at 12.6 µM. 360,000 compounds, 1.2% hits. AID 652154;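 active = mean replicate inhibition at least 60% with every replicate also reaching 60%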;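 note: luciferase light reporting Pax8 driven TPO promoter activity; plate controls were median of neutral control wells for no effect and mitoxantrone controls for full effect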
The depositor's hits bear a star. A portion of the library. The share of hits here may be higher or lower than overall.

SMILES	PAX8 reporter
O=S(=O)(c1ccc(Cl)s1)N1CCN(C/C=C/c2ccccc2)CC1	7
CCn1cc([N+](=O)[O-])c(C(=O)N2N=C(c3cccc4ccccc34)CC2c2ccccc2O)n1 (stereo not drawn)	43
CCCSc1nc2c(c(=O)[nH]c(=O)n2C)n1C	-16
CC(C)OP(=O)(OC(C)C)C(NC(=O)c1cccc([N+](=O)[O-])c1)C(N)=O (stereo not drawn)	10
COc1cc2c3c(c1)C1(C(=O)N3C(C)(C)C=C2C)C(C#N)=C(N)Oc2cc(O)ccc21 (stereo not drawn)	23
CCc1ccccc1-n1c(SCC(=O)N2CCCC2)nnc1-c1ccccn1	11
CC(C)C(CC(=O)N1CCCCC1)C1CCOC(C)(C)C1 (stereo not drawn)	-6
Cc1[nH]n(-c2ccc(Cl)cc2)c(=O)c1/C=N/n1c(C)nc2ccccc2c1=O	4
Cc1cc(Cl)c(S(=O)(=O)NCc2ccncc2)cc1OCC(N)=O	-1
CCc1cc2c(-c3ccccc3)cc(=O)oc2c(CN2CCOCC2)c1O	3
CCCCn1nnnc1SCC(=O)Nc1cccc(C)n1	18
COc1ccc2cc3cc(C(=O)Nc4ccccc4N4CCN(C)CC4)oc3nc2c1	44
O=C(Nc1nnc(CC2=CCCCC2)s1)c1cccs1	-143
CN(C(=O)COc1ccccc1)c1nnc(-c2cccnc2)s1	11
COc1cccc(NC(=O)C23CCC(C)(C(=O)O2)C3(C)C)c1 (stereo not drawn)	9
COc1ccc(Cl)cc1N1C(=O)CC(N2CCc3ccccc32)C1=O (stereo not drawn)	8
CCN(CC)c1cc(Oc2ccccc2)ncn1	-48
CCCNC(=O)c1ccccc1NC(=O)C1COc2ccccc2O1 (stereo not drawn)	-6
CCC(C)(C)c1nnc(NC(=O)c2ccc([N+](=O)[O-])cc2)s1	-20
Cn1c(=O)c2[nH]c(Nc3ccccc3)nc2n(C)c1=O	15
Cc1ccc(-c2nnn(CC(=O)N(Cc3ccccc3F)C(C(=O)NC3CCCC3)c3ccncc3)n2)o1 (stereo not drawn)	12
CCc1cc(=O)oc2cc(OCC(N)=O)c(Cl)cc12	10
CC(C)(C)NC(=O)NC(=O)COc1ccccn1	-3
CCn1cc(CNC(=O)CCSc2nc(-c3ccco3)cc(C(F)(F)F)n2)cn1	25
Cc1cc(NC(=O)CSc2nc3c(sc4ccccc43)c(=O)n2CCc2ccccc2)n[nH]1	1
Cc1ccc(OCc2nc(C#N)c(NCCCn3ccnc3)o2)cc1	5
COc1cc(S(=O)(=O)n2nnc3ccccc32)c(OC)cc1Cl	-21
Nc1nonc1-c1nc2ccccc2[nH]1	-20
O=C1OC(c2ccccc2)C2(CCCC2)C(=O)C12CCCC2 (stereo not drawn)	-13
Cc1ccc(C(=O)Nc2ccccc2C(=O)N2CC3(C)CC2CC(C)(C)C3)cc1 (stereo not drawn)	9
CN1CCN(Cc2c(O)c(Cl)cc3c(-c4ccccc4)cc(=O)oc23)CC1	2
Cc1sc2nc(C)n(/N=C/c3ccc(O)cc3)c(=O)c2c1C	-6
Cn1cc(Cl)c(C(=O)N2CCN(c3ncccn3)CC2)n1	7
COc1ccc(OCC(O)Cn2c(=N)n(Cc3ccccc3)c3ccccc32)cc1 (stereo not drawn)	6
CNC(=O)CN(c1cccc(Br)c1)S(C)(=O)=O	-11
CCOc1ccc2nc(SCC(=O)c3ccc(C)s3)sc2c1	-16
CCCCOC(=O)C(C)Nc1n[nH]c(=S)[nH]c1=O (stereo not drawn)	20
Cn1c(N2CCCCC2)cc(=O)n(C)c1=O	-7
CCOC(=O)C1CCCCN1Cc1ccc(OC)c(OC)c1OC (stereo not drawn)	6
Clc1ccc(-n2ncc3c(NCc4ccco4)ncnc32)cc1	-156
CC(C)Cn1c(-c2ccccc2)nc(=S)c2c1CCCC2	3
COc1ccc(-c2noc(-c3ccco3)n2)cc1OC	-233
COc1ccccc1OCC(=O)NCC1CCCCC1	1
CN1CCN(/C=N/c2c(C#N)cnn2-c2ccccc2)CC1	22
CCOCCCNC(=O)N1CCOCC1	-15
CC1CN(C)C(C)CC1NCc1ccc2c(c1)OCO2 (stereo not drawn)	4
CC1CN(S(=O)(=O)c2ccccc2)C(C)CN1S(=O)(=O)c1ccccc1 (stereo not drawn)	21
CSc1ccccc1C(=O)Nc1nccs1	-6
Cc1ccc(NC(=S)NNC(=O)C2CC2c2ccc(C)cc2)cc1 (stereo not drawn)	7
Cc1cc(C)c(-c2c(O)c3cccc4c3n(c2=O)CCC4)c(C)c1	13
Cc1nnc(NC(=O)COc2ccc3c(C)cc(=O)oc3c2)s1	11
CCCOc1ccc(/C=C/C(=O)Nc2ccc([N+](=O)[O-])cc2C)cc1	-34
CC(C)C(=O)Nc1ccc(NC(=O)c2cccs2)cn1	-62
CC(C)c1ccc(NC(=O)CSc2nnc(-c3ccccn3)n2C)cc1	-8
COc1ccccc1-c1c(C)oc2c(CN3CCN(C)CC3)c(O)ccc2c1=O	-21
CSc1ccccc1C(=O)Nc1cccc(C)c1	-28
C1CCC2(CC1)OCC1(CO2)COC2(CCCCC2)OC1	-34
Cc1ccc(OCC(=O)N2CCN(c3nnc(-c4ccccc4)c4ccccc34)CC2)cc1	21
O=c1[nH]c(N2CCc3ccccc3C2)nc2c1CCC2	-10
Cc1ccc(-c2cc(C(=O)NCc3cnn(C)c3C)c3cc(Br)ccc3n2)cc1	12
(further entries)
SMILES	PAX8 reporter
CCOc1nc(SCCOc2ccccc2)nc(N(C)C)n1	4
O=C(NCc1ccco1)c1cccc2c1C(=O)N(C1CCCCC1)C2	0
COc1ccc(N(C)S(=O)(=O)c2ccc3c(c2)oc(=O)n3C)cc1	1
COc1ccc(Cn2c(N)c(C#N)c3nc4ccccc4nc32)cc1OC	-4
Cc1ccc(N2C(=O)CC(n3ccnc3)C2=O)cc1C (stereo not drawn)	1
COc1ccc(Cl)cc1C(=O)NCC(C)C	-1
COC(=O)c1oc2ccccc2c1-n1cccc1	5
O=C(OCc1ccccc1F)c1ccc2c(c1)OCCO2	-164
N#Cc1ccc(-c2ccc(OCC(O)Cn3nnc4ccccc43)cc2)cc1 (stereo not drawn)	5
c1ccc2c(N3CCOCC3)nc(N3CCOCC3)nc2c1	8
O=C(NC1CCCC1)c1ccc(Br)o1	1
Cc1cc2oc(=O)cc(COC(=O)Cn3cnnn3)c2cc1C(C)C	-4
COC(=O)c1ccc2nc(C)c(C)nc2c1	-17
CCc1cccc(NC(=O)c2ccc(Br)o2)c1	-94
CCOC(=O)c1cc(C(=O)c2cc(F)ccc2O)coc1=N	-25
COCCNS(=O)(=O)c1ccc(OCC(=O)OC)c(Cl)c1	-6
CCOC(=O)c1ccc(NC(=O)CC2OCCN(CC)C2=O)cc1 (stereo not drawn)	-2
CCOC(=O)C1CCN(C(=O)/C=C/c2ccccc2OC)CC1	-18
CCCSc1nc(NCc2ccco2)c2c3c(sc2n1)COC(C)(C)C3	-11
CC(=O)Nc1sc2c(c1C(=O)N1CCOCC1)CCCCC2	-3
COc1ccc(OCC(=O)N2CCN(C(=O)c3ccco3)CC2)cc1	-8
CCCOc1ccc(C(=O)c2nc3c(n2O)CCCC3)cc1	-17
COc1ccc(C(=O)COC(=O)C(C(C)C)N2C(=O)C3C4C=CC(C4)C3C2=O)cc1 (stereo not drawn)	18
CNC(=O)CCCCCNS(=O)(=O)c1ccc(C)cc1	-5
O=C(Nc1ccc(NC(=O)c2ccco2)nc1)c1cccnc1	-51
CCCCSc1nnc(NC(=O)CCc2ccccc2)s1	16
COCCNS(=O)(=O)c1cc(OC)c(Cl)cc1Cl	10
Cc1cc(Oc2ccc(C#N)cc2)nc(NCc2ccccc2)n1	19
O=S(=O)(NCC1CCCO1)c1ccc2c(c1)OCCO2 (stereo not drawn)	2
COc1ccc2cc(-c3cc(C(=O)O)c4ccccc4n3)ccc2c1	36
COc1ccc(S(=O)(=O)NNC(=O)c2csc(-n3nc(C)cc3C(F)(F)F)n2)cc1	2
O=C(NCc1ccc2c(c1)OCO2)C1CCN(S(=O)(=O)c2cccc3nsnc23)CC1	5
O=C(Cn1c(=O)n(-c2ccccc2)c(=O)n1CC(=O)N1CCCCC1)N1CCCCC1	6
Cn1c(N)c(C(=O)COC(=O)Cc2ccsc2)c(=O)n(C)c1=O	-5
Cc1ccc(C(=O)NCC(=O)OCC(=O)c2ccc3c(c2)OCCO3)cc1C	-3
CC1=CC(C)(C)N2C(=O)C3(C(C#N)=C(N)OC4=C3C(=O)CC(C)(C)C4)c3cccc1c32 (stereo not drawn)	-3
COc1ccccc1NC(=O)Cc1cccs1	-8
c1ccc(CNc2ncnc3c2oc2ccccc23)nc1	-65
CC(C)NC(=O)c1ccc2c(=O)n(Cc3ccco3)c(=S)[nH]c2c1	12
Cc1ccccc1OCCCCn1cnc2ccccc21	-4
CSc1nnc2c3c4c(sc3c(=O)n(-c3ccccc3)n12)CC(C)(C)OC4	11
COc1ccc(/C(O)=C2/C(=O)C(=O)N(CCN3CCOCC3)C2c2ccccn2)cc1 (stereo not drawn)	-89
COc1cc(CNc2ccc3[nH]c(=O)[nH]c3c2)ccc1OCC(=O)NC(C)(C)C	-2
Cc1cc(NC(=O)CSc2nc3cc(Cl)ccc3s2)no1	9
CC(Oc1ccccc1)C(=O)N1CCCc2ccccc21 (stereo not drawn)	21
Cc1ccc(-c2nc3ccsc3c(=O)o2)cc1	-107
Clc1ccc(CNc2nc(N3CCOCC3)nc(N3CCOCC3)n2)cc1	12
CCOc1ccc(-c2nnn(CC#N)n2)cc1OC	-2
c1ccc(-c2nnc(SCc3cn4ccsc4n3)o2)cc1	-86
N#CCSc1nc2ccccc2c(=O)n1CCC(=O)NCCc1ccccc1	8
CCOC(=O)c1c(NC(=O)C2CCCO2)sc2c1CCC2 (stereo not drawn)	-4
O=C(Cc1ccccc1)N1CCC(O)(c2cccnc2)CC1	9
Cc1ccc(S(=O)(=O)N(C)c2ccc(OCC(=O)OCc3c(C)noc3C)cc2)cc1	-2
O=C1CCCN1CC(O)CS(=O)(=O)c1ccc(Cl)cc1 (stereo not drawn)	-7
COCc1cc(=O)n2[nH]c(C)nc2n1	2
O=C(Nc1ccc(F)cc1)N1CCOCC1	-1
O=C(Nc1ccc(OCC(F)(F)C(F)F)c(C(F)(F)F)c1)c1ccccc1O	100*
CC1CN(C(=O)c2ccccc2Sc2ccccc2C#N)CC(C)O1 (stereo not drawn)	7
CCCc1nc2ccccc2c(C(=O)OCc2nnc(-c3cc(OC)c(OC)c(OC)c3)o2)c1CC	30
CC(=O)Nc1cc(C(N)=O)c(Cl)cc1Cl	-6
(further entries)
SMILES	PAX8 reporter
CC1CCN(C(=O)CSc2nnc(CNC(=O)c3ccco3)o2)CC1	12
COc1ccc(NC(=O)C(NC(=O)OC(C)(C)C)C(C)OCc2ccccc2)cc1 (stereo not drawn)	20
COc1ccc(OCC(=O)O/N=C(\N)Cc2ccc(Cl)cc2)cc1	2
O=C1NCN(c2ccccc2)C12CCN(c1nnnn1-c1ccccc1)CC2	21
Cc1cc(C)c2c(n1)nn1c(NCCN3CCOCC3)cc(C)nc21	-11
O=C(CSc1ccccc1)Nc1cccnc1	-4
c1ccc(Nc2n[nH]nc2-c2ccccc2)cc1	8
O=C(OCC(=O)N1CCN(c2ccccc2)CC1)c1ccc2ncsc2c1	-36
O=C(Cn1ccc2ccccc2c1=O)NCCC(=O)NC1CCN(Cc2ccccc2)CC1	24
CCOc1cc(NC(=S)Nc2ccccc2OC)c(OCC)cc1NC(=O)c1ccccc1C	27
COc1cc(OC)cc(C(=O)N2c3ccc(F)cc3CCC2C)c1 (stereo not drawn)	23
COCCOC(=O)c1cc(C(=O)c2cc(F)ccc2O)coc1=N	-11
CN1C(=O)NC(c2ccccc2)C2=C1CN(c1cccc(C(F)(F)F)c1)C2=O (stereo not drawn)	15
CCCC(=O)N1CCCC(c2nc(-c3cccs3)no2)C1 (stereo not drawn)	-78

Compound activity: PubChem, Broad Institute
